# Source: PubChem (several laboratories)
# DAGLB inh: DAGLB lipase inhibitors, primary screen, biochemical, fluorescence, HTS. Diacylglycerol lipase-beta (Homo sapiens), Q8NCG7. HEK293T DAGLB membrane lysate, EnzChek fluorogenic substrate. actives 0.059% (n = 340,000). inhibition, % at 5.17 µM. AID 504411, 2011; in the data active = inhibition above about 34%;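 note: 0% = enzyme with vehicle and 100% = wells lacking enzyme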
# Target sequence (Q8NCG7 whole entry, looked up): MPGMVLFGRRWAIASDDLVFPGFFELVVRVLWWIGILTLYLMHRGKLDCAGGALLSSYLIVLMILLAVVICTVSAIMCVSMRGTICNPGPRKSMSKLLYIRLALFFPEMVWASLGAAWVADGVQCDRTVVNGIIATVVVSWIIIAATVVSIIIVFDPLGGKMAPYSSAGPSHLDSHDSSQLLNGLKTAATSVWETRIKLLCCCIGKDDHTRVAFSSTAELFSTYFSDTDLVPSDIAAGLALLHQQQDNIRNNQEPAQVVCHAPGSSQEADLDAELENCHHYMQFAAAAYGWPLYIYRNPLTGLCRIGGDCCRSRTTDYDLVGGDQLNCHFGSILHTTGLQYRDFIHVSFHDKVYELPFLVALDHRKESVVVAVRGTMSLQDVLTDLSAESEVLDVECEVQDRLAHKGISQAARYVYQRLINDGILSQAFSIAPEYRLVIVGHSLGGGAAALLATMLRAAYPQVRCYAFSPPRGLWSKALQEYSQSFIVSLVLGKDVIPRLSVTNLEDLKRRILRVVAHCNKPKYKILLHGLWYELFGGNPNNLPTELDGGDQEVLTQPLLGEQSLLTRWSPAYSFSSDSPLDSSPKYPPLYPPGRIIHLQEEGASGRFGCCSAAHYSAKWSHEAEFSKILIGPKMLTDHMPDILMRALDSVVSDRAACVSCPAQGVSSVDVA
# Keap1 Nrf2 FP: Keap1-Nrf2 protein-protein interaction inhibitors, primary screen, biochemical, fluorescence polarization, single point | Kelch-like ECH-associated protein 1 (Homo sapiens), Q14145 | Keap1 Kelch-Nrf2 peptide fluorescence polarization, 1536-well | inhibition, % at 9.4 µM | actives 0.15% (n = 340,000) | AID 504523, 2011; in the data active = inhibition above about 12%;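 note: human Keap1 Kelch domain with fluorescein labeled Nrf2 9mer peptide probe; 0% = neutral control wells and 100% = peptide positive control; higher means more block of Keap1 binding to Nrf2 peptide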
# RTF Ca sens inh: cardiac RTF calcium sensitivity inhibitors, primary screen, biochemical, IANBD-TnC fluorescence, EC70 calcium | actives 0.12% (n = 340,000) | Troponin I, cardiac muscle (Homo sapiens) + Troponin T, cardiac muscle (Homo sapiens) + … | AID 493244, 2011 | IANBD-labeled cardiac RTF, Ca2+ fluorescence | inhibition, % at 7.15 µM;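 active = inhibition above the mean inhibition of all tested compounds plus 3 SD, cut at about 17% in these data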;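 note: assay run at fixed EC70 calcium of 1.6 mM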
# Rtt109 HAT inh: inhibitors of C. albicans Rtt109/Vps75 HAT, primary screen, biochemical, ThioGlo CoA-SH fluorescence, plate reader; purified Rtt109/Vps75, 4 h; inhibition, % at 34.9 µM; actives 0.16% (n = 330,000); AID 540336, 2011;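 active = inhibition of at least 50% in every replicate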
# C-LANA FP: inhibitors of KSHV C-LANA binding to DNA, primary screen, biochemical, fluorescence polarization, FAM-LBS DNA, MBP-C-LANA, single point. actives 0.078% (n = 340,000). inhibition, % at 9 µM. AID 504423, 2011. Kaposi's sarcoma herpesvirus LANA C-terminal domain (residues 932-1162) DNA binding;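 active = highest replicate inhibition at or above 60% at 9 µM, even if other replicates fall short; inactive = all replicates below 60% inhibition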;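 note: 0% = neutral control wells and 100% = 4 µM acridine orange control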
# CAL PDZ FP-1: untagged CAL PDZ binding inhibitors, primary screen, biochemical, fluorescence polarization, HTS; purified CAL PDZ, TMR-peptide fluorescence polarization, 1 h; Golgi-associated PDZ and coiled-coil motif-containing protein (Homo sapiens), Q9HD26; inhibition, % at 24.9 µM; AID 602252, 2012; actives 0.92% (n = 300,000);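 active = mean inhibition of at least 30% with at least half of replicates also reaching 30%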;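 note: 0% = DMSO neutral control and 100% = excess unlabeled competitor peptide PRC23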
# CAL PDZ FP-2: CAL PDZ peptide-binding inhibitors, primary screen, biochemical, fluorescence polarization, Cer-tagged CAL PDZ, HTS; purified CAL PDZ, TMR-peptide fluorescence polarization, 1 h; inhibition, % at 20 µM; actives 0.02% (n = 330,000); AID 504414, 2011;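 active = highest replicate inhibition of at least 40%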;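 note: plate controls were DMSO neutral control wells for no effect and unlabeled competitor peptide control wells for full effect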
#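 Material: tagged CAL PDZ protein CerCALP, purified; buffer or medium: sodium phosphate/NaCl buffer pH 7.4 with TCEP, IgG, Thesit; also added: fluorescent TMR peptide probe; schedule: 1 h incubation at room temperature before polarization reading; technique: fluorescence polarization from S- and P-plane intensities, G-factor corrected; control set: unlabelled peptide and DMSO controls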
# cardiac RTF act: cardiac RTF calcium sensitivity activators, primary screen, biochemical, IANBD-TnC fluorescence, EC20 calcium; Troponin I, cardiac muscle (Homo sapiens) + Troponin T, cardiac muscle (Homo sapiens) + …; IANBD-labeled TnC RTF fluorescence at EC20 calcium; 0% EC20 calcium, 100% full calcium; activation, % at 7.2 µM; actives 0.24% (n = 340,000);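 active = activation above the mean over all tested compounds plus 3 SD, cut at about 30% in these data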;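 note: rise in fluorescence read as greater calcium sensitivity of cardiac thin filaments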
# PKA-R2B act: activators of PKA-R2B holoenzyme, primary screen, biochemical, fluorescence polarization, Cy5-IP20, human; cAMP-dependent protein kinase catalytic subunit beta (Homo sapiens) + cAMP-dependent …; PKA-R2B holoenzyme dissociation; R2B truncated from residue 108, S112A mutant; 0% DMSO only, 100% 113 µM cGMP; activation, % at 11.4 µM; actives 0.079% (n = 340,000);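 active = activation above a cutoff set at the mean over all compounds plus 3 SD, cut at about 18% in these data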;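 note: higher means more holoenzyme dissociation and a rise in polarization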
# SR-BI DiI-HDL act: activators of SR-BI mediated DiI-HDL uptake, primary screen, ldlA[mSR-BI] CHO cells, DiI fluorescence | 3 h; 100 = double the neutral-control signal | activation, % at 12.5 µM | actives 0.096% (n = 320,000);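 active = mean replicate activation of at least 60% and every replicate at or above 60%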;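 note: 0% = median plate neutral-control signal and 100% = twice that signal; values of inactives mirror those of a sister screen read the other way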
#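 Assay system: CHO ldlA[mSR-BI] cells, LDL receptor-null, SR-BI overexpressing; medium: Ham's F12 with 0.5% BSA, HEPES 25 mM, pH 7.4; also added: DiI-HDL 10 µg/mL; timing: 3 h uptake period with compound, 37 °C; signal: DiI fluorescence, bottom read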
# The depositor's hits bear a star; x = no result given.
DAGLB inh,Keap1 Nrf2 FP,RTF Ca sens inh,Rtt109 HAT inh,C-LANA FP,CAL PDZ FP-1,CAL PDZ FP-2,cardiac RTF act,PKA-R2B act,SR-BI DiI-HDL act,structure
-3,-2,-5,0,-0.5,-2,2.7,-3,1,7,COc1ccc(N2CC(C(=O)N[C@@H](C)C(=O)NC3CCCCC3)CC2=O)cc1 (stereo partly specified)
3,-3,0,-17,-0.7,x,-0.2,0,-3,10,O=C(NCCS(=O)(=O)N1CCN(c2ccc(F)cc2)CC1)c1ccco1
0,4,2,-1,0.5,-1,-3.2,-2,8,-10,Cc1ccc(NC(=O)CS(=O)c2ccccc2N)c(C)c1 (stereo unspecified)
-1,-1,1,16,-1.3,-3,-1.1,1,-17,16,O=C(COC(=O)COc1ccc(Br)cc1)NNC(=O)c1ccccc1
-1,-7,0,1,-0.8,x,0.3,4,8,23,Cc1cccc(N(C)C(=O)c2cc(S(=O)(=O)N3CCCCC3)c[nH]2)c1
-1,-4,-3,-7,-0.5,3,-0.1,4,1,3,O=C(COC(=O)c1cccc(Br)c1)NCc1ccco1
-4,-2,-28,3,0.8,-1,-0.6,3,-8,43,CCOCC(=O)Nc1nnc(COc2ccc(Cl)cc2)s1
-1,0,0,2,-0.9,-5,0.8,0,7,-6,Cc1onc(-c2c(F)cccc2Cl)c1C(=O)N=C(N)N1CCCC1
3,1,-2,-15,-0.7,-3,-0.1,-3,-3,-22,COc1ccc(/C=C/C(=O)NC(=S)NNC(=O)c2cnccn2)cc1
1,4,-21,5,-3.5,-5,-0.4,-3,3,17,N#Cc1ccccc1OCC(=O)N1CCN(S(=O)(=O)c2ccc(Cl)cc2)CC1
0,0,-11,-4,0.8,2,-0.2,-3,6,17,COc1ccc(CNC(=O)CN(C(=O)c2csnn2)c2ccc3c(c2)OCCO3)cc1
0,-2,7,-6,-1.4,0,-2.7,-4,3,8,CN1CCC(N(C)C(=O)c2cc(=O)c3ccccc3o2)CC1
-1,0,-6,4,-0.2,-3,0.5,-1,5,6,COc1ccc(-c2[nH]ncc2CN(C)CCN2CCOCC2)cc1F
1,-4,2,0,2.4,7,-20,7,4,-15,COc1ccc(-c2csc(N(CCCN(C)C)C(=O)c3ccc(Br)cc3)n2)cc1
3,-3,-4,3,0.0,-1,-0.1,6,-7,9,CCCC(=O)n1nc(-c2ccco2)nc1N
2,-2,-1,-3,0.7,-3,-3.3,2,1,-14,C/C(=N\NC(=O)c1cc2ccccc2cc1O)c1cc2ccccc2o1
0,-7,0,-15,0.6,-6,1.2,14,2,17,Cc1cc(N2C(=O)c3ccccc3C2=O)n(C)n1
-5,-3,-11,0,-1.3,-3,-3.2,0,-4,12,COC(=O)c1ccc(-c2csc(NC(=O)C3=COCCO3)n2)cc1
0,4,1,1,0.0,0,-2.5,-6,-15,7,COc1ccc(OC)c(NS(=O)(=O)c2ccc(-c3coc(C)n3)cc2)c1
0,4,4,7,-0.8,-2,-1.4,0,10,10,Cc1onc(-c2ccccc2Cl)c1C(=O)NNC(=O)C1CCN(Cc2ccccc2)CC1
-4,0,-4,2,-0.8,-2,-1.4,5,2,-16,Cc1cccc(OC(=O)c2sc3ncn(C)c(=O)c3c2C)c1
-4,-3,-4,3,0.7,x,-0.4,-2,3,-59,COc1cc(N2C(=O)c3ccccc3C2=O)c(Cl)cc1C(=O)OCC(=O)NCc1ccco1
-1,-4,-3,7,0.3,-5,-0.8,1,-10,-4,CCS(=O)(=O)C(C)(CCl)C(=O)Nc1ccc(C(=O)OC)cc1 (stereo unspecified)
-5,-4,-17,-5,-0.6,x,-0.6,0,-5,-12,COc1ccc(OC)c(NC(=O)c2ccccc2N(Cc2ccccc2)S(C)(=O)=O)c1
-4,1,3,2,-2.6,-3,-2.4,6,3,-26,CSc1ccc(C(=O)C2CCCN(S(=O)(=O)c3c(C)noc3C)C2)cc1 (stereo unspecified)
1,-14,-5,-2,-0.8,0,-0.4,-4,-11,31,COc1ccc(CN(C(=O)/C=C/c2ccco2)C2CCS(=O)(=O)C2)cc1 (stereo unspecified)
0,-3,-7,-1,-0.8,-2,-0.4,-3,-4,12,CN1CCN(c2nc(-c3ccc(Cl)cc3)cc(=O)[nH]2)CC1
0,3,-26,5,-1.7,x,-0.5,-2,3,x,CC(=O)CSc1nnc(-c2ccc(S(=O)(=O)N3CCCC3)cc2)n1C
-1,0,-10,-5,2.0,-8,-1.1,-3,-1,x,COCCn1c(SCC(=O)Nc2ccccc2)nnc1-c1ccoc1C
-7,-2,-7,-6,1.8,-2,-2.2,0,10,-20,COc1ccccc1NC(=O)Cn1cc(C(=O)c2ccco2)c2ccccc21
-2,-1,10,-7,0.3,-8,0.2,-4,-1,-13,O=C(COC(=O)c1ccc(Br)o1)NCc1ccc2c(c1)OCO2
-1,-7,7,-4,-0.5,-5,-1.1,-4,-4,-74,CC(C)Oc1ccc(C(=O)Nc2ccc(N3CCN(C(=O)c4ccco4)CC3)cc2)cc1
0,1,2,1,-0.2,-3,-0.9,-1,7,22,CN1CCN(C(=O)/C(=C/c2cccnc2)NC(=O)c2cccc(Br)c2)CC1
4,-7,-7,3,0.6,-4,0.0,12,-9,14,CCOC(=O)c1ccc(NC(=O)c2nc[nH]c2C(=O)NCCCCNC(=O)c2[nH]cnc2C(=O)Nc2ccc(C(=O)OCC)cc2)cc1
0,-3,-2,7,1.3,-7,-4.8,-4,-6,23,CCc1cc2c(=O)[nH]c(N3CCOCC3)nc2s1
-2,-4,-6,-17,-0.6,3,-1.2,2,7,x,O=C(CN1CCN(S(=O)(=O)c2ccc(Br)cc2)CC1)N/N=C/c1ccncc1

# Filtered by structure: the compounds so far containing an aryl methoxy group
DAGLB inh,Keap1 Nrf2 FP,RTF Ca sens inh,Rtt109 HAT inh,C-LANA FP,CAL PDZ FP-1,CAL PDZ FP-2,cardiac RTF act,PKA-R2B act,SR-BI DiI-HDL act,structure
-3,-2,-5,0,-0.5,-2,2.7,-3,1,7,COc1ccc(N2CC(C(=O)N[C@@H](C)C(=O)NC3CCCCC3)CC2=O)cc1 (stereo partly specified)
3,1,-2,-15,-0.7,-3,-0.1,-3,-3,-22,COc1ccc(/C=C/C(=O)NC(=S)NNC(=O)c2cnccn2)cc1
0,0,-11,-4,0.8,2,-0.2,-3,6,17,COc1ccc(CNC(=O)CN(C(=O)c2csnn2)c2ccc3c(c2)OCCO3)cc1
-1,0,-6,4,-0.2,-3,0.5,-1,5,6,COc1ccc(-c2[nH]ncc2CN(C)CCN2CCOCC2)cc1F
1,-4,2,0,2.4,7,-20,7,4,-15,COc1ccc(-c2csc(N(CCCN(C)C)C(=O)c3ccc(Br)cc3)n2)cc1
0,4,1,1,0.0,0,-2.5,-6,-15,7,COc1ccc(OC)c(NS(=O)(=O)c2ccc(-c3coc(C)n3)cc2)c1
-4,-3,-4,3,0.7,x,-0.4,-2,3,-59,COc1cc(N2C(=O)c3ccccc3C2=O)c(Cl)cc1C(=O)OCC(=O)NCc1ccco1
-5,-4,-17,-5,-0.6,x,-0.6,0,-5,-12,COc1ccc(OC)c(NC(=O)c2ccccc2N(Cc2ccccc2)S(C)(=O)=O)c1
1,-14,-5,-2,-0.8,0,-0.4,-4,-11,31,COc1ccc(CN(C(=O)/C=C/c2ccco2)C2CCS(=O)(=O)C2)cc1 (stereo unspecified)
-7,-2,-7,-6,1.8,-2,-2.2,0,10,-20,COc1ccccc1NC(=O)Cn1cc(C(=O)c2ccco2)c2ccccc21

# At a glance, some entries already given.
DAGLB inh,Keap1 Nrf2 FP,RTF Ca sens inh,Rtt109 HAT inh,C-LANA FP,CAL PDZ FP-1,CAL PDZ FP-2,cardiac RTF act,PKA-R2B act,SR-BI DiI-HDL act,structure
4,-7,-7,3,0.6,-4,0.0,12,-9,14,CCOC(=O)c1ccc(NC(=O)c2nc[nH]c2C(=O)NCCCCNC(=O)c2[nH]cnc2C(=O)Nc2ccc(C(=O)OCC)cc2)cc1
0,-3,-2,7,1.3,-7,-4.8,-4,-6,23,CCc1cc2c(=O)[nH]c(N3CCOCC3)nc2s1
